SUMO1 PPI mod: modulators of human SUMO1-mediated protein-protein interactions. 360,000 compounds, 0.33% hits. P63165. SUMO1 binding to a labelled peptide, TR-FRET, 1 h. AID 602429. inhibition, % at 20 µM; in the data active means inhibition above about 37%
Target sequence (P63165 whole entry, looked up): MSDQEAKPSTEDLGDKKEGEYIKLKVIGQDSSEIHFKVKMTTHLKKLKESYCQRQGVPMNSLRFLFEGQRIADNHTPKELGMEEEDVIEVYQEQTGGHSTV
NRP1-CendR mod: modulators of CendR peptide binding to human neuropilin-1. O14786. FAM-RPARPAR peptide binding to NRP-1, fluorescence polarization. 360,000 compounds, 0.85% hits. inhibition, % at 25 µM;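 active means inhibition or corrected inhibition above about 18%, plus a signal ratio from 0.5 to 1.5, limit read from the data, passing the limit was not always enough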; further: strong numbers were not always called active
MsrA inhibitor: inhibits bovine methionine sulfoxide reductase A; AID 651718; 360,000 compounds, 0.75% hits; purified bovine MsrA, absorbance read-out; inhibition, % at 15.5 µM; in the data active means inhibition above about 4.5%;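 further: 0% = vehicle wells with enzyme and 100% = reference inhibitor wells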
MsrA act: bovine methionine sulfoxide reductase A activation. purified bovine MsrA, absorbance read-out. activation, % at 10.6 µM. 360,000 compounds, 0.3% hits; in the data active means activation above about 7.5%;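 further: 0% = vehicle and 100% = reference activator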
Scp-1 inhibitor: inhibitors of human Scp-1 phosphatase; Recombinant Scp1, phosphopeptide, malachite green phosphate absorbance; 340,000 compounds, 0.88% hits; AID 493091; Q9GZU7; inhibition, % at 20 µM;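 active means inhibition above about 50% at 20 µM, limit read from the data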;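 further: plate controls were DMSO wells with enzyme for no effect and wells lacking enzyme for full effect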
Target sequence (Q9GZU7 76-261 limits assumed): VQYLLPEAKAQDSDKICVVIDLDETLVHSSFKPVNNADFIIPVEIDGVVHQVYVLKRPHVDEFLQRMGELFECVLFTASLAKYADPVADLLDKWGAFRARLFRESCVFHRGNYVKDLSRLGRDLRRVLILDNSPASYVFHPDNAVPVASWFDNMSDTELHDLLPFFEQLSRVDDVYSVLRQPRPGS
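Test system: SCP-1 phosphatase catalytic domain, residues 76-261 | Compound dosing: One concentration, 20 µM, with 1.0% DMSO | Schedule: 45 min room-temperature reaction, 5 min colour, 30 min stabiliser | Detection: Absorbance at 630 nm | Read-out basis: % inhibition of SCP-1 phosphate liberation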
DNMT1 inh: DNMT1 (human) enzyme inhibition; inhibition (reported as % activation of signal), % at 10 µM; P26358; AID 588458; DNMT1 molecular beacon, Hinp1I cleavage, fluorescence; 360,000 compounds, 0.83% hits; in the data active means inhibition above about 50%
E coli Lon inh: E. coli protease La inhibition | 360,000 compounds, 0.42% hits | P0A9M0 | inhibition, % at 7.94 µM | purified E. coli Lon protease, fluorescence polarization; in the data active means inhibition above about 13%, passing the limit was not always enough;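 further: 0% = enzyme with probe and DMSO and 100% = no enzyme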
Tb MetRS inh: blocks T. brucei methionyl-tRNA synthetase activity | purified T. brucei MetRS, ATP depletion, Kinase-Glo luminescence | inhibition, % at 11.9 µM | 360,000 compounds, 0.4% hits;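 active means inhibition above a per-plate cutoff of the control wells' mean inhibition plus 3 SD, cut at about 5.5% in these data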;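 further: 0% = DMSO wells median and 100% = median of wells with control inhibitor compound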
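Test system: purified T. brucei MetRS enzyme. Also added: ATP, methionine and E. coli bulk tRNA substrates. Compound: 11.9 µM single point. Schedule: 15 min enzyme-compound preincubation, 2 h reaction, 10 min detection, 25 °C. Signal: luciferase luminescence of residual ATP, Kinase-Glo. Evaluation: percent inhibition versus plate control medians. Controls: DMSO wells, low control.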
LMPTP inh: LMPTP (human) inhibition; recombinant LMPTP-A, OMFP fluorogenic substrate, fluorescence intensity; inhibition, % at 20 µM; 360,000 compounds, 0.22% hits; AID 651560;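 active means compounds that cut the enzyme signal by at least half of the control window in the single-dose screen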;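 further: plate controls were DMSO wells with enzyme plus substrate for no effect and substrate without enzyme for full effect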
Target sequence (P24666 whole entry, looked up): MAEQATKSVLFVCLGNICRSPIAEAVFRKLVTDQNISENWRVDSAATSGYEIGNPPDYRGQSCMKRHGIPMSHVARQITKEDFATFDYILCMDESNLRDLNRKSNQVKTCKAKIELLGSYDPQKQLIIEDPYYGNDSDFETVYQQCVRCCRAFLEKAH
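Test system: LMPTP-A phosphatase enzyme. Amount: LMPTP-A at 0.625 nM final in the reaction. Reagent: OMFP substrate, 400 µM final. Times: 50 min at room temperature. Signal: endpoint fluorescence intensity from OMFP dephosphorylation. Read-out basis: % inhibition. Benchmarks: no-enzyme and uninhibited controls.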
STEP block: inhibitors of human striatal-enriched phosphatase STEP | P54829 | recombinant STEP, OMFP fluorogenic substrate, fluorescence | inhibition, % at 20 µM | 360,000 compounds, 0.25% hits;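 active means inhibition at 20 µM, scaled per plate between control wells, above about 37%, limit read from the data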;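 further: 0% = DMSO with enzyme and substrate and 100% = substrate only without enzyme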
Target sequence (P54829 whole entry, looked up): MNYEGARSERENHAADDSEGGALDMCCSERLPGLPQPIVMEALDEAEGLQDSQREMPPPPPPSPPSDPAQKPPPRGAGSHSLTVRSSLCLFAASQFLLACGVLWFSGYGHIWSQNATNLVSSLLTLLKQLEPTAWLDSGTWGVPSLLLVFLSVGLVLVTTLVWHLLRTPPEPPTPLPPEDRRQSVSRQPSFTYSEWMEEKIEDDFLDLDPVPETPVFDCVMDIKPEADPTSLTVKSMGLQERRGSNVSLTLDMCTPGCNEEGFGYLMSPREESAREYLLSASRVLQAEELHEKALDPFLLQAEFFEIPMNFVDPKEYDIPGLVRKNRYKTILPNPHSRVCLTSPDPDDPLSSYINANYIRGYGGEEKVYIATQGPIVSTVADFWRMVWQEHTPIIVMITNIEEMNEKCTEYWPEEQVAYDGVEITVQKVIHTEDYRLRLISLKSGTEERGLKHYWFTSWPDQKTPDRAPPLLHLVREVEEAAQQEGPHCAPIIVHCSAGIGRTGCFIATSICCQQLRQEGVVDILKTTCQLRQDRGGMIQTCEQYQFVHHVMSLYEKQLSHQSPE
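System: isolated STEP enzyme; schedule: 20 min enzyme reaction at room temperature, protected from light; medium: Bis-Tris buffer pH 6.0, 2.5 mM DTT, 0.005% Tween 20; signal: fluorescence, 480/540 nm; dosing: single compound dose of 20 µM, 1% DMSO final; also added: OMFP substrate, 25 µM final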
* = called active by the depositor; · = no result given; & = joins results of further samples; ! = a repeat was not active.

SMILES | SUMO1 PPI mod | NRP1-CendR mod | MsrA inhibitor | MsrA act | Scp-1 inhibitor | DNMT1 inh | E coli Lon inh | Tb MetRS inh | LMPTP inh | STEP block
CCCCc1ccc(NC(=S)NCCc2ccc(S(N)(=O)=O)cc2)cc1 | 7 | -5 | 1.5 | 3 | -6 | 5 | 3 | -0.5 | 0.2 | 3
COC(=O)c1ccccc1NC(=O)c1cccc(NC(=O)c2ccc(Br)o2)c1C | 17 | 8 | 0.1 | -3 | -7 | 0 | 7 | -0.5 | 1.1 | 0
O=C1Oc2ccccc2C(=O)/C1=C/N1CCN(c2ccccc2F)CC1 | 2 | -8 | 2.2 | -3 | -5 | 3 | -7 | 0.6 | -0.8 | 4
CC1(C)Cc2ccccc2-c2nnc(SCC(=O)Nc3ccc4c(c3)OCO4)n21 | 0 | -5 | 0.0 | 1 | 2 | -3 | -14 | -0.1 | 0.8 | 3
COc1ccc(CCNc2oc(COc3ccccc3F)nc2C#N)cc1 | 5 | -4 | 0.2 | -1 | -14 | -3 | -2 | -0.5 | 1.8 | 1
O=C(NNc1nc2c(F)cccc2s1)C1COc2ccccc2O1 (stereo unspecified) | 5 | -16 | 0.4 | -2 | -5 | -1 | 1 | -0.9 | 0.2 | 3
CC[C@@]12C(=O)N(c3cccc(Br)c3)C(=O)N1[C@H](c1ccc(OC)cc1)[C@@H]1C(=O)N(C(C)(C)C)C(=O)[C@@H]12 | 1 | 2 | -0.5 | -1 | -14 | 1 | -4 | -0.1 | 0.0 | 0
COc1ccc(CCC(=O)N2CCN(c3cccc(C)c3C)CC2)cc1 | -4 | 17 | 0.5 | -1 | -5 | -6 | -10 | 0.1 | 1.8 | 0
O=C(NNc1ccccc1)C(=O)NNS(=O)(=O)c1ccc(CCCl)cc1 | -2 | -4 | 1.5 | -2 | -9 | 0 | -4 | 0.1 | -2.1 | -2
Cc1cc(=O)c(C(=O)Nc2cccc(C(=O)NC3CC3)c2)nn1-c1ccccc1Cl | -1 | -1 | 2.1 | -14 | 5 | 3 | -10 | -0.9 | 0.2 | 2
Cc1ccc(S(=O)(=O)N2CCCCC2)cc1NC(=O)Cn1cnnn1 | -2 | -5 | 0.2 | -2 | 3 | 0 | 7 | -0.2 | -0.7 | -2
COC(=O)[C@@]1(Cc2ccc(F)cc2)[C@H]2c3cc(C(=O)N4CCCC4)n(Cc4ccccc4)c3C[C@H]2CN1C(=O)c1ccccc1 | 0 | 0 | 1.4 | -3 | · | · | -1 | -0.4 | 3.6 | ·
NC(=O)CSCc1c(Cl)cccc1Cl | 35 | 0 | 0.7 | 0 | -5 | -2 | -8 | -0.4 | -1.0 | 1
COc1cc2[nH]c(=S)n(Cc3ccco3)c(=O)c2cc1OC | 11 | -20 | 2.1 | -7 | -2 | 0 | -4 | 0.0 | -1.3 | -3
CN(C)CCOC(=O)C1(c2ccccc2)CCOCC1 | -3&3 | 24*! | -0.3&0.1 | -1&-2 | 5&-2 | -1&2 | -1&1 | -0.7&0.4 | 0.0&-1.4 | 0&-6
CC(=O)Nc1ccc(OS(=O)(=O)c2ccc([N+](=O)[O-])cc2)cc1 | -19 | 10 | 0.8 | -1 | -8 | -3 | -2 | -0.6 | 0.4 | -4
CCC(CC)c1nnc(NC(=O)C2=NNC(=O)CC2)s1 | 4 | 4 | -0.2 | -2 | -2 | 3 | 5 | -0.3 | -0.9 | 1
N#Cc1ccc(/C=C/C(=O)c2cccnc2)cc1 | -6 | 11 | 2.0 | -6 | -3 | -1 | -2 | 0.0 | 0.1 | 1
COc1ccc(S(=O)(=O)N2CCOCC2)cc1C(=O)NCC(c1ccccc1)c1ccccc1 | 2 | 3 | -1.5 | -1 | -6 | -3 | 1 | -0.1 | 1.4 | 2
COc1cc(/C=C2/SC(=O)NC2=O)ccc1Oc1ccc([N+](=O)[O-])cc1[N+](=O)[O-] | 7 | -34 | 3.5 | -4 | 1 | 16 | 4 | 0.3 | 1.9 | 0
Cc1ccc2nc3c(cc(C(=O)NCC4CCCO4)c(=N)n3CCCOC(C)C)c(=O)n2c1 (stereo unspecified) | -23 | -24 | 0.9 | -1 | 5 | 4 | -10 | -0.2 | -0.1 | -1
Cc1ccc(C2(C)NC(=O)N(CC(=O)Nc3ccc(Cl)c(S(=O)(=O)N4CCCCC4)c3)C2=O)cc1 (stereo unspecified) | 7 | -7 | 0.7 | -1 | -14 | -7 | -7 | -0.3 | 2.8 | -1
CCN(CC(O)c1cccc(O)c1)C(=O)C12CC3CC(CC(C3)C1)C2 (stereo unspecified) | -1 | 13 | -0.8 | -2 | -4 | -1 | 8 | -0.3 | 0.5 | 3
COCCCNC(=O)C1CCC(CNS(=O)(=O)c2ccc(OC)cc2)CC1 (stereo unspecified) | 3 | -2 | -0.4 | -8 | -5 | 0 | -3 | -0.8 | -0.1 | 0
O=C(O)c1cnn(-c2ccccc2)c1-n1cccc1 | 1 | 6 | -1.3 | -2 | -8 | 2 | 2 | -0.3 | -1.9 | -1

An excerpt from above in order of formula weight, rising.
SMILES | SUMO1 PPI mod | NRP1-CendR mod | MsrA inhibitor | MsrA act | Scp-1 inhibitor | DNMT1 inh | E coli Lon inh | Tb MetRS inh | LMPTP inh | STEP block
N#Cc1ccc(/C=C/C(=O)c2cccnc2)cc1 | -6 | 11 | 2.0 | -6 | -3 | -1 | -2 | 0.0 | 0.1 | 1
NC(=O)CSCc1c(Cl)cccc1Cl | 35 | 0 | 0.7 | 0 | -5 | -2 | -8 | -0.4 | -1.0 | 1
CN(C)CCOC(=O)C1(c2ccccc2)CCOCC1 | -3&3 | 24*! | -0.3&0.1 | -1&-2 | 5&-2 | -1&2 | -1&1 | -0.7&0.4 | 0.0&-1.4 | 0&-6
CCC(CC)c1nnc(NC(=O)C2=NNC(=O)CC2)s1 | 4 | 4 | -0.2 | -2 | -2 | 3 | 5 | -0.3 | -0.9 | 1
CCN(CC(O)c1cccc(O)c1)C(=O)C12CC3CC(CC(C3)C1)C2 (stereo unspecified) | -1 | 13 | -0.8 | -2 | -4 | -1 | 8 | -0.3 | 0.5 | 3
Cc1ccc(S(=O)(=O)N2CCCCC2)cc1NC(=O)Cn1cnnn1 | -2 | -5 | 0.2 | -2 | 3 | 0 | 7 | -0.2 | -0.7 | -2
CCCCc1ccc(NC(=S)NCCc2ccc(S(N)(=O)=O)cc2)cc1 | 7 | -5 | 1.5 | 3 | -6 | 5 | 3 | -0.5 | 0.2 | 3
COc1cc(/C=C2/SC(=O)NC2=O)ccc1Oc1ccc([N+](=O)[O-])cc1[N+](=O)[O-] | 7 | -34 | 3.5 | -4 | 1 | 16 | 4 | 0.3 | 1.9 | 0
COC(=O)c1ccccc1NC(=O)c1cccc(NC(=O)c2ccc(Br)o2)c1C | 17 | 8 | 0.1 | -3 | -7 | 0 | 7 | -0.5 | 1.1 | 0

(more compounds)
SMILES | SUMO1 PPI mod | NRP1-CendR mod | MsrA inhibitor | MsrA act | Scp-1 inhibitor | DNMT1 inh | E coli Lon inh | Tb MetRS inh | LMPTP inh | STEP block
Cc1cc(C)c2c(CN3CCC(C)CC3)cc(=O)oc2c1 | -3 | -4 | 0.1 | 2 | -12 | 3 | -5 | -1.2 | -0.5 | 2
Cc1ccc(NC(=O)/C(=C/c2ccc([N+](=O)[O-])cc2)NC(=O)c2ccccc2)cc1 | -4 | 11 | 1.1 | -4 | -2 | 4 | 4 | 0.5 | 0.4 | 0
COC(C(=O)NCc1ccccc1C)c1ccccc1 (stereo unspecified) | -3 | 2 | 0.6 | -9 | 4 | 4 | -2 | -1.2 | -1.5 | -2
COc1cccc(-c2c(C(=O)N/N=C/c3sccc3C)nnn2-c2nonc2N)c1 | -10 | -13 | 2.9 | -4 | -11 | 0 | 4 | -0.2 | 1.0 | -4
CCCCCn1c(=O)[nH]c2cc(C(=O)NCCCN(C)Cc3ccccc3)ccc2c1=O | 1 | -17 | 1.1 | -1 | -2 | 0 | -12 | -0.5 | -2.3 | -1
Cc1c(O)ccc2c(CC(=O)N[C@@H](Cc3ccccc3)C(=O)O)cc(=O)oc12 | -4 | -2 | 1.2 | -5 | -4 | 0 | 0 | -1.1 | -0.5 | 1
CSc1ccccc1NC(=O)CN1CCN(S(=O)(=O)c2ccccc2[N+](=O)[O-])CC1 | -3 | 2 | 0.3 | 1 | -8 | -1 | 2 | -0.5 | 0.6 | 1
CCOCCCn1c(SCC(=O)NC2CCCC2)nc2ccccc2c1=O | -3 | 2 | -0.9 | -9 | 1 | -3 | 4 | -0.7 | -0.8 | -2
CC(O)CNc1cc(N)c([N+](=O)[O-])cc1[N+](=O)[O-] (stereo unspecified) | 7 | 16 | 5.2* | -18 | -3 | 10 | -1 | -0.5 | -0.3 | 2
O=C(NCCN1CCOCC1)c1cc(Sc2cccc(Cl)c2)nc2ccccc12 | -8 | 1 | 0.1 | -1 | 0 | -4 | 0 | -0.2 | -1.4 | 1
Cc1cc(C)c2sc(N(CCCN(C)C)C(=O)c3ccc(Br)s3)nc2c1 | -28 | 7 | 1.5 | 0 | 6 | 1 | -8 | 0.2 | -2.0 | 7
Cc1ccc(C)c(NC(=O)CSc2nnc(-c3ccccc3)o2)c1 | 0 | -4 | 0.4 | 0 | -8 | 1 | 2 | -0.5 | -1.1 | -1
COC(=O)c1ccc(COc2ccc(/C=N/Nc3nc(C)cc(=O)[nH]3)cc2)cc1 | -1 | -11 | -0.7 | -3 | 6 | -5 | 11 | -0.2 | 24 | 5
CCOC(=O)c1[nH]c2ccc(C)cc2c1N | -23 | -6 | -0.1 | -1 | -3 | -5 | -3 | 0.1 | -1.7 | 0
CCC(=O)OCC(=O)c1cc(C)n(-c2ccc(Br)cc2)c1C | 6 | -3 | 0.1 | -11 | -1 | 1 | -10 | -1.2 | -0.2 | 7
Cc1cc(=O)[nH]c(/N=C(\N)Nc2ccc(SC(F)F)cc2)n1 | 1 | 1 | 0.6 | -3 | -12 | -1 | 5 | 0.1 | 0.0 | 14
COc1ccc(CCNC(=O)CCCOc2cccc(C)c2C)cc1OC | 35 | 5 | 0.2 | -4 | -4 | -9 | -10 | -0.9 | -0.6 | 0
CCC(CC)C(=O)NCCc1cc2ccc(C)cc2[nH]c1=O | -4 | -4 | 0.4 | -5 | -6 | 6 | -7 | -0.2 | -0.3 | -1
Cc1ccc(C(=S)NCS(=O)(=O)c2ccc(C)cc2)cc1 | -6 | -8 | -1.5 | -4 | -16 | 2 | 4 | -0.2 | 0.3 | -2

Compound activity (PubChem BioAssay)

Compounds as they come; 4.3% or so of the library scored in one or more.
